PKA-R1A act: activators of PKA-R1A holoenzyme, primary screen, biochemical, fluorescence polarization, Cy5-IP20, bovine R1A, mouse PKAc; PKA-R1A dissociation; scaled: DMSO 0%, 113 µM cGMP 100%; 0.083% of 340,000 active; cAMP-dependent protein kinase type I-alpha regulatory subunit (Bos taurus) + …; activation, % at 11.4 µM; AID 504707, 2011;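 active means percent activation above the mean of all tested compounds plus 3 SD, cut at about 19% in these data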;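 further: higher means more PKAc released from R1A so a rise in polarization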
HTR5A inv ag: HTR5A inverse agonists in luminescence cell assay, primary screen, counter-screen for OPRM1-OPRD1 heterodimer inverse agonist project, full-deck HTS; HTR5A cell line, inverse agonism; 0.083% of 340,000 active; inhibition, % at 9.3 µM; 5-hydroxytryptamine receptor 5A (Homo sapiens), P47898; in the data active means inhibition mostly above about 23%, no sharp cut-off; inactive means mostly below about 18%;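 further: 0% = cells with DMSO and 100% = no-cell wells with DMSO; some compounds called inactive have numbers as strong as hits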
Target sequence (P47898 whole entry, looked up): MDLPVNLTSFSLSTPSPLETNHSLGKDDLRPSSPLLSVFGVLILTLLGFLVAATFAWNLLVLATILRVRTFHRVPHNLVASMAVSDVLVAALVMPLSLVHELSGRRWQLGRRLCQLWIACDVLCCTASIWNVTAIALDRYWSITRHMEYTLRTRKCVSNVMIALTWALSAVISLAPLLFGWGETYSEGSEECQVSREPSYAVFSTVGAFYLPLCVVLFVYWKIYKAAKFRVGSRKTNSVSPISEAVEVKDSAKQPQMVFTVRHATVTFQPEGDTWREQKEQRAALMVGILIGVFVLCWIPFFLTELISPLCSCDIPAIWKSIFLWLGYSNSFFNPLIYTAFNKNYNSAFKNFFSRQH
DAGLB inh: DAGLB lipase inhibitors, primary screen, biochemical, fluorescence, HTS; Diacylglycerol lipase-beta (Homo sapiens), Q8NCG7; HEK293T DAGLB membrane lysate, EnzChek fluorogenic substrate; inhibition, % at 5.17 µM; 0.059% of 340,000 active; AID 504411, 2011; in the data active means inhibition above about 34%;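 further: 0% = enzyme with vehicle and 100% = wells lacking enzyme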
AddAB inh: growth inhibition of E. coli expressing H. pylori AddAB, primary screen, AddAB inhibitor project, absorbance. inhibition, % at 11.9 µM. 0.29% of 330,000 active. AID 435030, 2010; in the data active means inhibition above about 12%;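 further: 0% = vehicle wells of infected cells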
PKA-R2B activ: activators of PKA-R2B holoenzyme, primary screen, biochemical, fluorescence polarization, Cy5-IP20, human | 0.079% of 340,000 active | AID 504700, 2011 | cAMP-dependent protein kinase catalytic subunit beta (Homo sapiens) + cAMP-dependent … | activation, % at 11.4 µM | PKA-R2B holoenzyme dissociation; R2B truncated from residue 108, S112A mutant; 0% DMSO only, 100% 113 µM cGMP;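 active means activation above a cutoff set at the mean over all compounds plus 3 SD, cut at about 18% in these data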;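 further: higher means more holoenzyme dissociation and a rise in polarization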
Target sequence (P31323 whole entry, looked up, other chains not shown, the tested form may be a part): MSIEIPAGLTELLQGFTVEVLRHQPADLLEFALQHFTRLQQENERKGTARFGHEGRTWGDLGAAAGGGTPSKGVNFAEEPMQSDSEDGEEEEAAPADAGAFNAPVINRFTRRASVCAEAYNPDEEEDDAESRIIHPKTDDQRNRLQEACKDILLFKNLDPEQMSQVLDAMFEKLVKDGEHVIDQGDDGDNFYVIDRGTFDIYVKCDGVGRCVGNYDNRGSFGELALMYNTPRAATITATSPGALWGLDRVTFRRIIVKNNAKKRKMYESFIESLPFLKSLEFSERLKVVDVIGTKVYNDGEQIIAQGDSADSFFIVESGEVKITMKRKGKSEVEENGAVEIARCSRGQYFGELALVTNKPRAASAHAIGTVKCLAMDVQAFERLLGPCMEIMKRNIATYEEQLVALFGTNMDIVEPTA
Mot1-301 SUMO: yeast Mot1-301 growth rescue at high temperature, primary screen, SUMOylation pathway inhibitor project, S. cerevisiae, ATP luminescence, 38.5C. S. cerevisiae Mot1-301 growth rescue; percent above DMSO median, 100 means doubled. 1% of 320,000 active. growth rescue, % at 18.8 µM;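 active means every valid replicate shows activation above 250% relative to neutral control wells; inactive means the rest, any valid replicate at or below 250%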;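 further: OY570 slx delta 5 strain wells were the positive control but not used for scaling; some compounds called inactive have numbers as strong as hits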
phage Ecoli inh: growth loss of phage-infected E. coli, primary screen, RecBCD inhibitor project, absorbance, with phage, HTS. inhibition, % at 11.9 µM. AID 651602, 2012. 0.26% of 360,000 active; in the data active means inhibition above about 11%
Ecoli viability: E. coli V3065 growth inhibition, primary screen, counter-screen for AddAB inhibitor project, absorbance, OD600. inhibition, % at 11.9 µM. 18 h. 0.27% of 330,000 active;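 active means inhibition above the campaign's mean inhibition across all tested compounds plus 3 SD, cut at about 9.9% in these data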;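 further: uninfected addAB+ strain grown without phage in ampicillin broth; 0% = DMSO wells and 100% = ciprofloxacin 0.95 µg/ml wells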
HTR5A ag: HTR5A agonists in luminescence cell assay, primary screen, counter-screen for OPRM1-OPRD1 heterodimer agonist project, full-deck HTS; 5-hydroxytryptamine receptor 5A (Homo sapiens), P47898; cell-based; activation, % at 9.3 µM; 0.61% of 340,000 active; AID 504692, 2011; in the data active means activation mostly above about 9.5%, no sharp cut-off; inactive means mostly below about 7.6%;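 further: 0% = cells with vehicle only and 100% = reference agonist; strong numbers were not always called active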
CDK5 inh: inhibitors of human CDK5/p35 kinase, primary screen, biochemical, single concentration. AID 488839, 2010. Cyclin-dependent kinase 5 (Homo sapiens) + Cyclin-dependent kinase 5 activator 1 (Homo …. Recombinant CDK5/p35, ADP-Glo luminescence, 60 min. inhibition, % at 10 µM. 0.01% of 330,000 active;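 active means highest replicate inhibition of at least 50% and at least 75% of replicates reaching 50%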;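 further: plate controls were DMSO neutral control for no effect and GW8510 at 10 µM for full effect; many of its hits are not listed in these tables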
Tat transport: E. coli Tat export inhibitors, primary screen, MC4100, TorA-mCherry reporter, fluorescence, single point; AID 488895, 2010; inhibition, % at 10 µM; 0.036% of 340,000 active;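 active means mean replicate inhibition at least 50% and at least half of replicates individually reaching 50%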;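 further: exported cargo escapes ClpAP degradation while cytoplasmic cargo is degraded and loses fluorescence; 0% = median of neutral control wells and 100% = median of NaSCN control wells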
An asterisk follows results filed as active; . = no result given.

structure	PKA-R1A act	HTR5A inv ag	DAGLB inh	AddAB inh	PKA-R2B activ	Mot1-301 SUMO	phage Ecoli inh	Ecoli viability	HTR5A ag	CDK5 inh	Tat transport
COc1cccc(CN(C(=O)/C=C/c2ccc(Cl)cc2)C2CCS(=O)(=O)C2)c1 (stereo not given)	14	-5	0	3.2	3	-16	2.4	2.0	8	-2.1	6
Cc1c(NC(=S)NC(=O)c2cc3ccccc3o2)cccc1C(=O)O	-7	4	-3	1.3	-12	14	1.0	0.3	-1	1.2	-4
CCCCn1c(N)c(N(CCOC)C(=O)c2ccc(S(=O)(=O)N3CCCCCC3)cc2)c(=O)[nH]c1=O	7	22	0	-1.4	2	5	2.1	3.4	1	1.6	-7
O=C1Nc2ccc(C(=O)O)c(O)c2C1=O	1	5	-2	.	-12	.	2.3	.	-1	-4.2	-8
O=C(CN1C(=O)COc2ccccc21)NCCCN1CCCC1	6	16	1	-0.4	-5	-4	-0.3	-0.7	-4	-0.9	-8
Cc1ccc(NC(=S)NCc2ccc(Cl)cc2)c(C)c1	-13	8	-5	2.3	-5	25	1.2	1.1	-2	0.2	0
CCC(CC)Nc1ccc(C(CC(N)=O)NC(=O)Cc2cccc3ccccc23)cc1[N+](=O)[O-] (stereo not given)	-1	0	13	5.8	-7	9	1.1	-1.2	4	-0.1	4
Cc1cccc(OCC(=O)N2CCN(C(=O)Cc3ccccc3)CC2)c1	-6	-1	0	4.2	-5	-8	2.8	1.6	0	0.2	2
OCc1nnn(-c2ccccc2)c1CO	-5	-4	-4	.	-15	21	-2.7	.	1	-0.1	-13
Cc1nn(-c2ccc([N+](=O)[O-])cc2)c2c1C(c1cccc(Br)c1)N1C(=N2)C(=O)Nc2ccccc21 (stereo not given)	-7	27	1	-0.1	9	-35	0.7	-2.7	0	0.3	-4
Cc1ccccc1NS(=O)(=O)c1nnc(NC(=O)CC(C)C)s1	-5	-1	4	3.7	0	7	0.6	2.7	0	-1.4	-4
COc1ccc(CN(CCC(c2ccccc2)C2CCOC(C)(C)C2)C(C)=O)cc1 (stereo not given)	-12	23	0	-0.8	-1	0	3.1	1.5	4	1.6	-3
O=C1C=C(c2ccc3ncccc3c2)C[C@@H](c2ccc(Cl)cc2)C1	0	-6	-2	0.3	4	-10	-2.2	-0.7	4	-0.9	14
Cc1cc(C)nc(NS(=O)(=O)c2ccc(N/C=C/C(=O)c3ccc(Cl)c(Cl)c3)cc2)n1	-7	4	5	1.3	-3	3	2.7	2.4	4	0.4	-7
Fc1ccccc1N=C1NN=C(c2ccccc2)CS1	-17	-52	-9	1.3	-6	-27	0.1	-0.2	11*	2.3	2
CCOC(=O)C1CSC2(CCC(c3ccccc3)CC2)N1 (stereo not given)	-2	4	-5	2.0	-10	17	3.2	0.3	-1	3.2	-4
Cc1cccc(C(=O)Nc2ccc(C(=O)N/N=C/c3ccc(C)o3)cc2)c1	2	-42	0	1.0	-4	-6	0.1	-2.2	16	0.3	11
Cc1[nH]n2cnnc2c(=O)c1Br	-3	-10	2	-0.9	0	16	2.3	-0.6	4	-0.7	-2
COC(=O)c1c(-c2ccncc2)csc1NC(=O)c1ccoc1C	-14	14	-17	0.1	-2	-13	0.8	-2.6	2	0.2	-9
O=c1[nH][nH]c(=O)c2nc(Nc3ccccc3)ncc12	11	11	3	.	-1	.	1.3	.	-3	3.1	7
O=C(NCc1cccs1)C1CCCN1C(=O)Nc1ccc(F)cc1 (stereo not given)	-12	-6	1	-1.3	2	48	1.7	-1.1	-2	0.9	0
C=CCN1C(c2ccc(Br)cc2)=CS/C1=C(/C#N)c1nnc(N2CCOCC2)n1-c1ccccc1	8	3	6	1.6	2	-24	4.6	0.4	-2	-1.2	9
O=c1c(-c2ccccc2)cnc2n1CCS2	-2	6	-1	-1.4	10	14	-0.8	-3.1	-2	0.0	-3
O=C(NCCCn1cccn1)c1cc(COc2ccc(F)cc2Cl)on1	3	0	-2	2.1	-13	4	1.2	0.6	5	1.4	1
Cc1cn(C2CCCCC2)c(=O)n(-c2ccccc2)c1=O	-10	-20	0	.	5	.	0.9	.	5	1.2	8
COc1ccc(S(=O)(=O)N2CCOCC2)cc1NC(=O)CN1C(=O)CN(C)C1=O	11	0	2	2.0	13	-9	2.3	2.4	0	0.0	-1
O=S(=O)(NC1CCCCC1)c1ccc(Br)s1	-3	4	-5	3.0	4	-4	2.7	0.1	-3	-5.9	9
C=CCn1c(COc2ccccc2)nnc1SCC(=O)Nc1ccc2c(c1)OCCO2	-2	-15	-6	2.0	9	64	3.6	0.9	2	-0.1	8
Cc1cccc(C)c1OCC(=O)N/N=C/c1ccc2c(c1)OCO2	-2	-3	0	1.8	-2	0	2.4	-0.3	-2	-0.9	-3
Cc1ccc(S(=O)(=O)N2CCOCC2)cc1NC(=O)COC(=O)/C=C/c1ccco1	0	7	-2	-0.7	-6	7	-0.5	-2.0	-4	1.8	-3
CCC(=O)Nc1nc2ccccc2n1CCN(CC)CC	1	.	-2	1.1	-5	2	3.0	0.8	.	-1.5	3
NS(=O)(=O)c1ccc(NC(=S)N2CCC(O)CC2)cc1	-11	10	-1	4.7	1	2	3.5	1.1	-4	-0.6	-8
Oc1ccc(Cl)cc1-c1cc(-c2ccccc2)n[nH]1	4	3	-2	1.1	-1	343*	3.4	2.4	-1	0.7	-2
CC(=O)Oc1ccc2c(=O)oc(-c3ccc([N+](=O)[O-])cc3)nc2c1	3	-9	1	-0.9	10	-19	-3.1	0.5	2	2.4	2
CCOC(=O)Nc1cc(C(=O)OCC)c(C)nc1C	3	20	0	1.1	-13	.	2.2	1.6	-7	-3.9	2
CCOc1cc(N2CCOCC2)c(OCC)cc1NC(=O)COC(=O)c1ccccc1OC(F)F	-4	-3	2	.	-14	.	3.1	.	1	-1.7	-1
Cc1nc(N2CCOCC2)[nH]c(=O)c1CCC(C)C	-6	2	-1	1.5	-6	8	1.2	0.6	-1	-0.3	-5
Cn1c(=O)c(C(=O)Nc2ncccc2O)c(O)c2ccccc21	-6	-2	2	-1.3	-2	22	0.2	-4.4	0	-0.5	-5
COC(=O)c1cn(CC(=O)NCc2ccco2)c2ccccc12	7	8	-1	1.0	-4	7	1.1	-1.2	1	0.0	11
CCOc1ccc(NC(=O)CN(C)C(=O)CC2CCCC2)cc1OCC	-3	5	-3	1.6	-1	0	2.1	0.3	1	4.0	-1
CC(NC(=O)c1ccco1)c1nc(-c2ccc(Cl)cc2)no1 (stereo not given)	-11	-31	-6	3.2	-6	8	1.9	0.5	11	-1.2	-6
CCNC(=S)NNc1ccccc1	.	.	.	1.8	.	567	2.4	-0.7	.	1.3	2
Cc1ccc(CN2CCN(Cc3cccn3-c3nccs3)CC2CCO)cc1 (stereo not given)	-9	-23	-1	3.1	1	-15	1.1	2.1	-2	0.5	1
CCOc1ccc(S(=O)(=O)c2c[nH]c3ccc(C)cc3c2=O)cc1	-9	-8	-2	0.8	-6	-32	2.7	-0.3	2	1.5	-4
O=C(O)CCCC(=O)Nc1ccc(Oc2ncnc3cc(Cl)ccc23)nc1	-9	5	-2	-2.7	-11	0	3.5	-1.1	6	-0.7	-8
CC1(C)C2CCC1(C)C(OC(=O)CNc1ccccc1)C2 (stereo not given)	-7	-3	-8	0.9	-10	13	5.0	2.7	1	-0.2	3
CCOC(=O)c1c(CN(C)C)n(C)c2c(O)c(N=NC(N)=O)c3ccc(Br)cc3c12	-15	-10	3	-2.6	-2	-11	-2.0	0.5	3	-0.1	5
Cc1ccc(Nc2ccc(C(=O)NC3CCCCC3)cn2)cc1	-2	12	6	5.7	-5	-11	-3.2	5.2	3	2.2	1
O=C(NCc1ccccc1)c1ccc(Br)cc1	-13	-9	-4	-1.3	-1	-39	3.3	0.6	2	0.8	-5
Cc1ccccc1NC(=O)CN1CCN(Cc2ccccc2)CC1	7	-23	1	2.7	5	26	5.6	-1.2	6	1.6	22

(further entries)
structure	PKA-R1A act	HTR5A inv ag	DAGLB inh	AddAB inh	PKA-R2B activ	Mot1-301 SUMO	phage Ecoli inh	Ecoli viability	HTR5A ag	CDK5 inh	Tat transport
CC(=O)c1c(C)nc2ccc(C)cc2c1-c1ccccc1	1	5	-2	-2.7	-5	1	3.7	-2.7	-2	0.7	0
O=C(Oc1ccc(/C=N/NC(=O)c2ccccc2O)cc1)c1ccccc1	-10	-8	-1	-1.4	-13	.	2.4	0.9	3	1.2	-2
CC(NC(=O)C(=O)N1CCOCC1)C(c1cccs1)N1CCN(c2ccccc2F)CC1 (stereo not given)	-5	22	-1	3.1	-2	-10	-0.8	-2.6	2	1.2	3
C=CCNC(=O)CN1CCC(c2nc3cc(C)c(C)cc3[nH]2)CC1	11	2	0	-0.1	-6	-7	0.4	1.6	-1	1.1	-9

Source: PubChem BioAssay
